# Screening results: PubChem, Johns Hopkins Ion Channel Center
# CHT allo act: human CHT allosteric activation; Q9GZV3; CHT-expressing cells, membrane potential dye, choline EC20; hits give high values; LV-AA mutant CHT in HEK293 cells; B-score at 10 µM; 310,000 compounds, 0.49% hits;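 active means initial fluorescence not abnormally high and integrated response B-score, plate-corrected, over 3 SD above library mean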
# Target sequence (Q9GZV3 whole entry, looked up): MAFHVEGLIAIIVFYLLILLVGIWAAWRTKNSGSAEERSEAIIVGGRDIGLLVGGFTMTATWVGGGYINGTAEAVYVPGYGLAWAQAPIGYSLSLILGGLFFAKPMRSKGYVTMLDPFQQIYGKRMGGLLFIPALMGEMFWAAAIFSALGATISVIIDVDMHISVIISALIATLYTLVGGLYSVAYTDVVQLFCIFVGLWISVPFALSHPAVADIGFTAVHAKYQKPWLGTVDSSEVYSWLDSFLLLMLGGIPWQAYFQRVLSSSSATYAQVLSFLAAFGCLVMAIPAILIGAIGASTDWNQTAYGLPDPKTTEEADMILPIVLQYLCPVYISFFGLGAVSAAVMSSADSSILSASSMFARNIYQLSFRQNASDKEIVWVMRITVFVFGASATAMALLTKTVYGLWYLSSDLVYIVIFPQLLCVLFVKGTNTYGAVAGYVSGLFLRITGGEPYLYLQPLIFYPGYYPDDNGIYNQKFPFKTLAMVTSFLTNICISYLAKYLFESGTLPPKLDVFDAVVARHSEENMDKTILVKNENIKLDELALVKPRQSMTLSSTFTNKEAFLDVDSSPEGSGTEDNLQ
# CHT inh: human CHT choline transport inhibition; AID 488975; B-score at 10 µM; CHT-expressing cells, membrane potential dye, choline response; hits give low values; Q9GZV3; 310,000 compounds, 0.86% hits;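 active means B-score over 3 SD under the library average, and starting fluorescence ratio not unusually high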;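 further: choline stimulus applied at its EC90 after an EC20 pre-addition; B-score computed on integrated fluorescence ratio after choline addition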
# * marks the source's active call; other numbers are inactive results; i = inactive.
SMILES,CHT allo act,CHT inh
Cc1ccc(C2C(C(=O)c3cc4ccccc4o3)=C(O)C(=O)N2CCN2CCOCC2)cc1 (stereo not given),i,i
COc1ccc(CNC(=O)COC(=O)c2ccc(OCc3c(C)noc3C)cc2)cc1OC,i,i
Cc1cccn2cc(CNc3ccccc3)nc12,i,i
COc1cc(/C=C/C(=O)O)ccc1OCc1ccc([N+](=O)[O-])cc1,i,i
C[N+](C)(CC#Cc1ccccc1)CC(=O)c1ccccc1,i,i
CCOC(=O)c1cc2sccc2n1CC(=O)O,i,i
C/C(=N\NC(=O)c1cccc(C)c1)c1cccc(NC(=O)c2ccco2)c1,i,i
Cc1cc(C(=O)NNS(=O)(=O)c2ccc(F)cc2)nn1C(C)(C)C,i,i
CS(=O)(=O)c1ccccc1C(=O)Nc1cccc(-c2nc3ccccc3o2)c1,i,i
COC(=O)c1ccccc1OC(=O)c1cc2ccccc2oc1=O,i,i
COc1ccc(-c2cc(C(=O)NCc3ccco3)c3ccccc3n2)cc1OC,i,i
CCOc1cc(/C=N/NC(=O)c2ccc(N(C)S(=O)(=O)c3ccccc3)cc2)ccc1OC,i,i
CCCS(=O)(=O)c1c(S(=O)(=O)CCC)c2c(N)cccn2c1C(=O)c1ccc(F)cc1,i,i
O=C(NCC1CCCO1)c1cccs1 (stereo not given),i,i
COc1cc(/C=N/N=C2/NC(=O)C(CC(=O)O)S2)ccc1OCc1ccc(Cl)cc1 (stereo not given),i,i
O=C(O)c1ccccc1NC(=O)C(Cc1ccccc1)N1C(=O)c2ccccc2C1=O (stereo not given),i,i
O=C(CN1C(=O)S/C(=C\c2ccccc2Cl)C1=O)NC1C=CS(=O)(=O)C1 (stereo not given),i,i
COc1ccc(CCNS(=O)(=O)c2cnc(Cl)c(Br)c2)cc1OC,i,i
Cc1nc2ccccc2nc(C)c1=NO,i,i
CCOC(=O)CCSCC(=O)N1N=C(c2cccs2)CC1c1ccc(C)cc1 (stereo not given),i,i
COC(=O)c1ccccc1NC(=O)CC(=O)Nc1ccccc1C(=O)OC,i,i
Cc1ccccc1Cn1nc(C)c(NC(=O)c2noc3c2CCc2ccccc2-3)c1C,i,i
COc1ccc(CNC(=O)CN(c2cccc(OC)c2)S(C)(=O)=O)cc1,i,i
Cc1cccc(N=C(NO)c2nonc2N)c1,i,i
CCOC(=O)CSc1nnc(CSc2nc3sc4c(c3c(=O)[nH]2)CCC4)n1-c1ccccc1,i,i
N#Cc1cccnc1N1CCN(C(=O)c2ccc3c(c2)S(=O)(=O)c2ccccc2C3=O)CC1,i,i
COc1cccc(CNC23CC4CC(CC(C4)C2)C3)c1OCc1ccccc1,i,i
COc1ccc(-c2nnc3sc(-c4cccs4)nn23)cc1OC,i,i
Fc1ccc(CNCc2ccc3c(c2)OCO3)cc1,i,i
CC(C)Cc1nnc(NC(=O)CCC(=O)NCCc2ccccc2)s1,i,i
Cc1ccc2c(CNCc3ccccc3)cc(=O)oc2c1,i,i
CCCCC(=O)Nc1ccc(C(=O)Nc2cc(C(F)(F)F)ccc2Cl)cc1,i,i
O=C(O)C(O)(c1ccccc1)C(O)c1ccccc1 (stereo not given),i,i
Cc1ccc(C(=O)CSc2nnc(-c3ccccc3)n2-c2ccccc2)o1,i,i
O=C(C1CC(=O)N(c2ccccc2)C1)N1CCC(c2nc3ccccc3[nH]2)CC1 (stereo not given),i,i
COCCNC(=O)c1ccc(CS(=O)(=O)c2ccccc2)o1,i,i
CC(C(=O)N1CCc2ccccc21)N1CCN(Cc2ccccc2)CC1 (stereo not given),i,i
CC1CC1C(=O)OCC(=O)Nc1cccc(S(=O)(=O)NC2=NCCCCC2)c1 (stereo not given),i,i
Cc1cc2ncc(S(=O)(=O)C(C)(C)C)c(N)n2n1,i,i
c1ccc(Oc2nc(-c3cccnc3)nc3ccccc23)cc1,i,i
COC(=O)Cc1c(CSc2ccccc2)oc2ccc(O)c(CN(C)C)c12,i,i
CC1CCN(C(=O)CNC(=O)Cn2ccc3ccccc3c2=O)CC1,i,i
O=C(CCC(=O)N(CC(=O)NC1CCCC1)c1ccccc1F)Nc1nccs1,i,i
O=c1[nH]c2cc(C(F)(F)F)ccc2n1-c1cc(C(F)(F)F)ccc1O,i,i
CC(=O)Nc1cccc(Oc2ccc3c(c2)C(=O)N(CCC(=O)O)C3=O)c1,i,i
Cc1ccc(Cl)cc1NC(=O)NCCN1CCCCC1,i,i
Cc1cc(=O)[nH]c(N/N=C/c2c(C)nn(-c3ccccc3)c2Cl)n1,i,i
Fc1ccc(N2N=C(c3cccs3)CC2c2ccco2)c(F)c1 (stereo not given),i,i
CN1CCN(NC(=O)CN2C(=O)/C(=C/c3ccccc3F)SC2=S)CC1,i,i
N#Cc1nc(-c2ccc(OCc3ccc(Cl)cc3)cc2)oc1N1CCC(C(N)=O)CC1,i,i
COc1ccc(-n2c(SC3CCOC3=O)nc3ccccc3c2=O)cc1Cl (stereo not given),i,i
CCCCOc1ccc(C(=O)N/C(=C\c2cccc([N+](=O)[O-])c2)C(=O)OC(C)C)cc1,i,i
CCOC(=O)C1(Cc2ccc(Cl)cc2)CCN(Cc2cnc(N)nc2)CC1,i,i
COc1ccc(OCCCNCCc2ccccc2)cc1,i,i
CC1=C(CC(=O)O)c2cc(F)ccc2/C1=C\c1ccc(S(C)=O)cc1 (stereo not given),i,i
COC(=O)c1ccc(OCC(O)CN(CCO)CCO)cc1 (stereo not given),i,i
COc1cccc(C(=O)COC(=O)c2cccs2)c1,i,i
Cc1cc(OCCn2ccnc2)cc(C(C)C)c1,i,i
CC(C)N(Cc1nc(-c2ccccc2)no1)C(=O)C(C)(C)C,i,i
CCOc1ccc(NC(=O)CCC(=O)NNC(=O)Nc2ccc(Cl)cc2)cc1,i,i

# (further entries)
SMILES,CHT allo act,CHT inh
CC(C)c1ccccc1OCC(O)CN(CC(O)COc1cccc2ccccc12)C(C)C (stereo not given),i,i
CCOC(=O)N1CCN(CC(O)COc2ccccc2C(C)CC)CC1 (stereo not given),i,i
O=C(O)C1C2C=CC3(CN(Cc4ccccn4)C(=O)C13)O2 (stereo not given),i,i
COc1ccc(/C=N/Nc2ncnc3c2[nH]c2ccc(C)cc23)c(OC)c1OC,i,i
COc1ccc(NC(=O)CCNS(=O)(=O)c2ccc3[nH]c(=O)oc3c2)cc1Cl,i,i
CC1CC(C)(C)NC(=S)N1CCCC(=O)N1CCN(c2ccc(F)cc2)CC1 (stereo not given),i,i
O=C(Nc1cccc(C(=O)N2CCCCC2)c1)c1ccccc1Br,i,-5.19*
Cc1ccc(NC(=O)CSc2nc(=O)cc(N)n2CCc2ccccc2)cc1,i,i
O=C(Cn1c(C(F)(F)F)nc2ccccc21)Oc1cccc(C(F)(F)F)c1,i,i
Clc1ccc2nc(-c3ccc(Br)s3)cn2c1,i,i
Cc1ccc(S(=O)(=O)CCC(=O)N(CCCN2CCOCC2)c2nc3ccccc3s2)cc1,i,i
Cc1ccc2c(c1)N(CCCC(=O)NCC1COc3ccccc3O1)C(=O)CO2 (stereo not given),i,-8.86*
CC(=O)c1ccc(N2CCN(C(=O)Cn3cnc(S(=O)(=O)N4CCCCC4)c3)CC2)cc1,i,i
O=C(N/N=C/c1cccc([N+](=O)[O-])c1)c1cc[n+](CCO)cc1,i,i
Cc1ccc(O)c(-c2cc(C(=O)Nc3ccc(S(=O)(=O)Nc4nccc(C)n4)cc3)[nH]n2)c1,i,i
Cc1ccc(NC(=O)C(c2ccc(Cl)cc2)N2CCOCC2)cc1 (stereo not given),i,i
COc1cccc(N=C2CC(C)(C)CC(=O)/C2=C(/O)c2ccccc2)c1,i,i
C=C(C)Cn1c(CCn2c3ccccc3c3ccccc32)n[nH]c1=S,i,i
Cc1cccc(OCC(=O)Nc2cccc3nsnc23)c1,i,i
Cc1c(Cl)cccc1-n1nnnc1-c1cccs1,i,i
CCCCNS(=O)(=O)c1ccc(NC(=O)C(Sc2ccccc2)c2ccccc2)cc1 (stereo not given),i,i
COCC(=O)N(CCc1ccccc1)Cc1cc2cc(C)ccc2nc1Cl,i,i
COc1ccc(CCn2c(=N)c(C(=O)NCC3CCCO3)cc3c(=O)n4ccccc4nc32)cc1 (stereo not given),i,i
Cn1cc(S(=O)(=O)Nc2cccc3ccccc23)c(=O)n(C)c1=O,i,i
COc1ccc(CCNC(=O)COc2ccc(-c3ccc(C)cc3)cc2)cc1OC,i,i
CC(C)N(C(=O)CSc1nc2ccccc2n1Cc1ccccc1)C(C)C,i,i
COc1cc2c(cc1OC)C(c1c(Cl)cccc1Cl)NC(=O)C2 (stereo not given),i,-5.45*
C=C(C)Cc1c(C)nc(-c2ccccc2)[nH]c1=O,i,i
O=C(CSc1nc2ccccc2[nH]1)c1c[nH]c2ccccc12,i,i
COc1ccc(NC(=O)Nc2ccc3oc(C)nc3c2)cc1,i,i

# Profiles, looked up by structure. Screens in order: CHT allo act	CHT inh
# Record of COc1ccc(NC(=O)CCNS(=O)(=O)c2ccc3[nH]c(=O)oc3c2)cc1Cl → i	i
# Record of CN1CCN(NC(=O)CN2C(=O)/C(=C/c3ccccc3F)SC2=S)CC1 → i	i

# Quoted at random: 4 compounds from above.
SMILES,CHT allo act,CHT inh
Cc1ccc(NC(=O)C(c2ccc(Cl)cc2)N2CCOCC2)cc1 (stereo not given),i,i
CC(C)N(C(=O)CSc1nc2ccccc2n1Cc1ccccc1)C(C)C,i,i
Cc1c(Cl)cccc1-n1nnnc1-c1cccs1,i,i
COc1ccc(CCNC(=O)COc2ccc(-c3ccc(C)cc3)cc2)cc1OC,i,i

# Additional records.
SMILES,CHT allo act,CHT inh
O=C(NCCOc1ccc(Cl)cc1)c1ccc2ccccc2n1,i,i
O=C1CCCC2=C1C1c3ccccc3C(=O)N1c1ccc(C(=O)c3ccccc3)cc1N2 (stereo not given),i,i
Cc1c(C(=O)N2CCc3ccccc3C2)oc2ccc(S(=O)(=O)N3CC(C)CC(C)C3)cc12 (stereo not given),i,i
COc1cc(/C=C2\COC/C(=C\c3ccc(O)c(OC)c3)C2=O)ccc1O,i,i
CCOc1ccccc1NC(=O)Nc1ccc(Br)cn1,i,i
CC(NC(=O)COC(=O)CSCc1ccccc1)c1ccccc1 (stereo not given),i,i
CCOC(=O)C(=O)N/N=C(/c1ccccc1)c1ccc(OC)cc1,i,i
Cc1nn(Cc2ccccc2)c(C)c1NC(=O)CCCn1nc([N+](=O)[O-])c(Cl)c1C,i,i
CCC(C)(C)NC(=O)C(c1cccn1C)N(C(=O)Cn1nnc2ccccc21)c1ccc(OC)cc1OC (stereo not given),i,i
Cc1nc2ccccc2n1CC(O)Cn1c2ccccc2c2ccccc21 (stereo not given),i,i
CCOc1cc(/C=N\Nc2ncc(F)c(N3CCOCC3)n2)ccc1Oc1nc(Cl)ncc1F,i,i
Cn1c(=O)oc2cc(S(=O)(=O)NCc3ccco3)ccc21,i,i
Cc1ccc(O)c(Nc2ncnc3ccccc23)c1,i,i
CCN1CCN(Cc2ccc(NC(=O)c3ccc(C)c(NC(=O)c4ccnnc4)c3)cc2C(F)(F)F)CC1,i,i
O=c1[nH]c(N2CCN(c3ccccc3)CC2)nc2c1CCCC2,i,i

# 6 consecutive records out of the list so far, for reference:
SMILES,CHT allo act,CHT inh
Cc1nc2ccccc2n1CC(O)Cn1c2ccccc2c2ccccc21 (stereo not given),i,i
CCOc1cc(/C=N\Nc2ncc(F)c(N3CCOCC3)n2)ccc1Oc1nc(Cl)ncc1F,i,i
Cn1c(=O)oc2cc(S(=O)(=O)NCc3ccco3)ccc21,i,i
Cc1ccc(O)c(Nc2ncnc3ccccc23)c1,i,i
CCN1CCN(Cc2ccc(NC(=O)c3ccc(C)c(NC(=O)c4ccnnc4)c3)cc2C(F)(F)F)CC1,i,i
O=c1[nH]c(N2CCN(c3ccccc3)CC2)nc2c1CCCC2,i,i

# Records listed above marked active in CHT inh:
molecule	CHT inh
O=C(Nc1cccc(C(=O)N2CCCCC2)c1)c1ccccc1Br	-5.19*
Cc1ccc2c(c1)N(CCCC(=O)NCC1COc3ccccc3O1)C(=O)CO2 (stereo not given)	-8.86*
COc1cc2c(cc1OC)C(c1c(Cl)cccc1Cl)NC(=O)C2 (stereo not given)	-5.45*

# Additional entries follow:
SMILES,CHT allo act,CHT inh
O=c1c2[nH]cnc2n(-c2cccc(F)c2)c(=O)n1Cc1ccccc1,i,i
CCSc1nnc(N(CCC#N)CCC#N)s1,i,i
Cc1ccc(NC(=O)C2=NNC(=O)CC2)cc1F,i,i
Cc1ccc(S(=O)(=O)Nc2nc(C)c(C(=O)N/N=C/c3ccccc3)s2)cc1,i,i
COc1ccc(NC(=O)CN(C)C(=O)c2cccc3ccccc23)cc1,i,i
Cc1cc(N)n(-c2ccc(C(=O)O)cc2)n1,i,i
Cc1ccc(C)c(S(=O)(=O)N2CCN(C(=O)Nc3ccccc3)CC2)c1,i,i
O=S(=O)(NCc1cccs1)NCc1ccccc1F,i,i
COc1ccc(NC(=S)NC(=O)C2CCC2)cc1,i,i
O=C(COc1ccccc1[N+](=O)[O-])N/N=C/c1ccncc1,i,i
Cn1ncc(Cl)c1C(=O)N1CCN(c2ccc(F)cc2)CC1,i,i
O=C(NCC1CCCO1)c1ccc([N+](=O)[O-])s1 (stereo not given),i,i
Cc1ccc(-n2nc(C)c3c(C)c(CCC(=O)Nc4ccc(CN5CCCC5)cc4)c(C)nc32)cc1,i,i
CC1CC(C)CN(C(=O)C2CCCN(S(=O)(=O)c3cnc[nH]3)C2)C1 (stereo not given),i,i
Cc1ccc(/C=C/C(=O)N2CCCC(C)C2)cc1 (stereo not given),i,i
COc1ccc(-c2ccc(=O)n(CC(=O)NCC3COCCO3)n2)cc1 (stereo not given),i,i
CCOC(=O)CNC(=O)CSc1nc2cccnc2n1Cc1ccccc1,i,i
CCOc1ccc(C2NC(=O)NC(C)=C2C(=O)OC)cc1C (stereo not given),i,i
O=C1C(Cc2ccccc2)Nc2ncnc(N3CCOCC3)c2N1Cc1ccc(Br)cc1 (stereo not given),i,i
CCn1cc(C(=O)O)c(=O)c2cnc(N3CCN(C(=S)NC(=O)c4ccccc4Cl)CC3)nc21,i,i
CC(C)C1Oc2ccccc2N(CC(=O)N2CCOCC2)C1=O (stereo not given),i,i
CCOC(=O)C(=CNNc1ccccc1)C(=O)OCC,i,i
